human PMI inhibition: inhibitors of human PMI, primary screen, biochemical, fluorescence intensity, coupled assay (AID 1209); purified PMI enzyme, coupled fluorescence intensity; higher % means a stronger effect; inhibition, % at 20 µM; hits with a dose series show IC50 in µM; hit rate 0.42% among 190,000;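 also: plate controls were DMSO vehicle for no effect and wells lacking substrate for full effect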
PMI inhibition: MPI inhibition at elevated mannose 6-phosphate – biochemical, fluorescence intensity, high mannose 6-phosphate, primary screen (AID 1220). recombinant PMI enzyme, coupled fluorescence intensity; higher % means a stronger effect. inhibition, % at 20 µM, or IC50 in µM where a hit was titrated. hit rate 0.66% among 190,000
MT stabilizer: microtubule stabilization, imaging screen; % tubulin-high responders, % at 10 µM; HeLa tubulin immunostaining HCS, 24 h; share of cells brighter than vehicle mean+2SD; hit rate 0.83% among 200,000;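 active = plate Z-score above 3 for both tubulin-high and condensed-nucleus cell shares, with cell loss under 80%, at 10 µM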;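 also: anti alpha tubulin signal scored within the nucleus-defined area of each cell; some results filed as inactive read as strong as hits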
Autophagy HCS: modulators of autophagy | MEF GFP-LC3 puncta imaging; test concentration mostly 10 µM | calls only at 10 µM (by protocol) | hit rate 0.98% among 190,000;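 active = percentage of spot-positive cells more than 3 SD above its plate mean, without a fluorescence outlier flag or 80% toxicity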;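 also: spot-positive cell cutoff set from DMSO-treated cells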
T cell HTS: T cell immune modulation candidate; 2C CD8+ T cell-vesicle binding, flow cytometry; hits give low values; calls only at 7 µM; hit rate 0.068% among 330,000; AID 2052;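 active = response, share of CD8 T cells binding vesicles, and their 90th percentile fluorescence all below set limits, cut at about 80% in these data, passing the limit was not always enough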
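Test system: purified 2C TCR transgenic mouse naive CD8+ T cells. Probe or stimulus: QL9-peptide-loaded Drosophila micro-vesicles bearing Ld, ICAM-1 and B7-1. Incubation: binding step 1.5 h, 37 °C, antibody labelling 20 min, ice. Measured by: flow cytometry of vesicle-bound cells.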
b-catenin transl: beta-catenin nuclear translocation modulation; HeLa beta-catenin nuclear translocation, immunofluorescence imaging; nuclear translocation activity, % at 5 µM; hit rate 0.3% among 190,000;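 active = nuclear translocation activity above 50% at 5 µM, with a well cell count of 50 or more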;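 also: per-cell ratio of nuclear to cytoplasmic median beta-catenin stain intensity; plate controls were DMSO negative control for no effect and GSK-3 inhibitor IX positive control for full effect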
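assay system = human HeLa cells, endogenous beta-catenin | times = compound treatment 24 h, 37°C, 5% CO2 | detection = Anti-beta-catenin immunofluorescence on PFA-fixed, Triton-permeabilized cells, DAPI nuclei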
TNAP activation fold: stimulation of alkaline phosphatase TNAP activity – biochemical, luminescent, no phosphate acceptor, uHTS, primary screen (AID 1001) | hit rate 0.03% among 200,000 | one-dose activation fold at 20 µM; EC50 in µM for titrated hits | purified TNAP, luminescent activation assay, no phosphate acceptor; higher activation fold means a stronger effect; in the data active = activation fold from about 3, or a potency from the dose series; inactive = the rest, 99 in 100 with activation fold below about 1.6; also: many of its hits are not listed in these tables
Hep lipid drop: hepatic lipid droplet formation modulation; AML12 mouse hepatocytes, oleate lipid droplets, BODIPY imaging; inhibition, % at 6.5 µM; hit rate 0.4% among 240,000;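 active = lipid droplet intensity inhibited by at least 50%, with more than 500 cells counted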
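Test system: AML12 hepatocytes (mouse); reagent: oleate loading, 100 µM; dosing: one dose, 6.5 µM compound; incubation: overnight exposure; signal: fluorescence imaging, 20x objective, two fields per well; read-out basis: % inhibition of corrected integrated BODIPY droplet signal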
Ins promoter up: MIN6 insulin promoter up-regulation. hit rate 0.3% among 190,000. AID 1625. MIN6 insulin promoter-GFP reporter, high-content imaging; hits give high values. z-score at 5 µM;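 active = z-score above 3 at 5 µM with at least 500 cells counted in the well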
Ins promoter up cell count: further read-out of Ins promoter up, marked with its call; cell count; measured here: cytotoxicity, nuclei count;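 total cells summed across four imaged fields per well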
Hep lipid drop cells 6.5 µM: recorded beside Hep lipid drop, whose call it bears; cell count; measured here: cell count, cytotoxicity flag;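 cells counted across two imaged fields per well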
b-catenin transl cell count 5 µM: recorded beside b-catenin transl, whose call it bears; cell count; measured here: cell count, cytotoxicity flag
T cell HTS vesicle-bound %: recorded beside T cell HTS, whose call it bears; double positive events, %; measured here: CD8+ vesicle-bound cell fraction;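 binding gate set so that unloaded-vesicle control wells show 10% double positive cells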
MT stabilizer Hoechst-high %: further read-out of MT stabilizer, marked with its call; % Hoechst-high responders; measured here: nuclear condensation Hoechst responders;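 share of cells brighter than vehicle mean plus two SD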
MT stabilizer cytotoxicity %: further read-out of MT stabilizer, marked with its call; toxicity, %; measured here: cytotoxicity by cell density;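 0% = mean cell density of plate MIN control wells and 100% = no cells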
Autophagy HCS cell loss 18 h: second read-out of Autophagy HCS, no call of its own (marks repeat the call); toxicity, %; measured here: cell loss, nuclei count;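 cell loss after 18 h compound exposure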
* = called active by the depositor. Rule as the data show it, unless noted: active = inhibition above about 50%; inactive = the rest. Random draw from the library; overall some 2.9% were active at least once.

Results for COc1cc(NC(=O)c2cccnc2SC)cc(OC)c1 ?
human PMI inhibition: -0.9%; PMI inhibition: 0.2%; MT stabilizer: 2.9; Autophagy HCS: inactive; T cell HTS: inactive; b-catenin transl: -0.4; TNAP activation fold: 1.1; Hep lipid drop: -15.0; Ins promoter up: 0.22; Ins promoter up cell count: 1291; Hep lipid drop cells 6.5 µM: 681; b-catenin transl cell count 5 µM: 1099; T cell HTS vesicle-bound %: 54.9; MT stabilizer Hoechst-high %: 1.6; MT stabilizer cytotoxicity %: 7.2; Autophagy HCS cell loss 18 h: 13.4

Results for Cc1ccc(CN2CCc3[nH]c(=O)[nH]c(=O)c3C2)cc1 ?
human PMI inhibition: -15.2%; PMI inhibition: -3.4%; MT stabilizer: 3.3; Autophagy HCS: inactive; T cell HTS: inactive; b-catenin transl: 1.4; TNAP activation fold: 1.1; Hep lipid drop: 0.6; Ins promoter up: 0.31; Ins promoter up cell count: 1274; Hep lipid drop cells 6.5 µM: 680; b-catenin transl cell count 5 µM: 1034; T cell HTS vesicle-bound %: 24.4; MT stabilizer Hoechst-high %: 2.0; MT stabilizer cytotoxicity %: 1.3; Autophagy HCS cell loss 18 h: 7.4

Results for COc1cccc(N2CCN(C3CC(=O)N(c4ccc(F)c(Cl)c4)C3=O)CC2)c1 (stereo not given) ?
human PMI inhibition: 19.4%; PMI inhibition: 13.3%; MT stabilizer: 1.1; Autophagy HCS: inactive; T cell HTS: inactive; TNAP activation fold: 1.1; Hep lipid drop: -2.4; Ins promoter up: 1.55; Ins promoter up cell count: 1288; Hep lipid drop cells 6.5 µM: 709; T cell HTS vesicle-bound %: 58.1; MT stabilizer Hoechst-high %: 1.7; MT stabilizer cytotoxicity %: 8.0; Autophagy HCS cell loss 18 h: -7.1

Results for COc1ccccc1NS(=O)(=O)c1cc(NC(=O)c2cc[n+]([O-])cc2)ccc1N1CCCC1 ?
human PMI inhibition: 46.1%; PMI inhibition: 8.2%; MT stabilizer: 4.9; Autophagy HCS: inactive; T cell HTS: inactive; b-catenin transl: -3.7; TNAP activation fold: 1.1; Hep lipid drop: -32.7; Ins promoter up: -0.66; Ins promoter up cell count: 1202; Hep lipid drop cells 6.5 µM: 627; b-catenin transl cell count 5 µM: 1152; T cell HTS vesicle-bound %: 20.2; MT stabilizer Hoechst-high %: 2.9; MT stabilizer cytotoxicity %: 6.6; Autophagy HCS cell loss 18 h: -6.2

Results for CCc1cc(C(=O)N2CCCC(CCC(=O)NCc3cccc(OC)c3)C2)no1 (stereo not given) ?
human PMI inhibition: -1.5%; PMI inhibition: -5.8%; MT stabilizer: 2.6; Autophagy HCS: inactive; T cell HTS: inactive; b-catenin transl: -0.7; TNAP activation fold: 1.1; Hep lipid drop: -2.2; Ins promoter up: 0.48; Ins promoter up cell count: 1366; Hep lipid drop cells 6.5 µM: 685; b-catenin transl cell count 5 µM: 1161; T cell HTS vesicle-bound %: 40.4; MT stabilizer Hoechst-high %: 3.0; MT stabilizer cytotoxicity %: 7.5; Autophagy HCS cell loss 18 h: 4.7

What do the screens show for `O=C(CS(=O)CC(=O)N(CC(=O)NC1CCCC1)C1CCCC1)Nc1ccc(F)cc1` (stereo not given)?
human PMI inhibition: -7.7%; PMI inhibition: -6.6%; MT stabilizer: 2.4; Autophagy HCS: inactive; T cell HTS: inactive; b-catenin transl: -1.1; TNAP activation fold: 1; Ins promoter up: -0.97; Ins promoter up cell count: 1306; b-catenin transl cell count 5 µM: 960; T cell HTS vesicle-bound %: 27.1; MT stabilizer Hoechst-high %: 2.1; MT stabilizer cytotoxicity %: 3.0; Autophagy HCS cell loss 18 h: 2.1

What do the screens show for `O=C(Cc1csc(Nc2nc(=S)[nH]c3ccccc23)n1)N1CCN(c2cccc(Cl)c2)CC1`?
human PMI inhibition: -7.8%; PMI inhibition: 2.0%; MT stabilizer: 13.5; Autophagy HCS: inactive; T cell HTS: inactive; b-catenin transl: -1.6; TNAP activation fold: 1.2; Hep lipid drop: 3.3; Ins promoter up: -0.37; Ins promoter up cell count: 1373; Hep lipid drop cells 6.5 µM: 688; b-catenin transl cell count 5 µM: 1146; T cell HTS vesicle-bound %: 26.3; MT stabilizer Hoechst-high %: 2.0; MT stabilizer cytotoxicity %: 14.9; Autophagy HCS cell loss 18 h: 6.4

How did COc1ccccc1-c1cc2nc(C)cc(C)n2n1 do in these assays?
T cell HTS: inactive; b-catenin transl: 4.9; Hep lipid drop: 0.9; Ins promoter up: -0.02; Ins promoter up cell count: 1463; Hep lipid drop cells 6.5 µM: 720; b-catenin transl cell count 5 µM: 939; T cell HTS vesicle-bound %: 25.3

How did CCC(C)NC(=O)c1c(F)c(F)c(F)c(F)c1F (stereo not given) do in these assays?
human PMI inhibition: -16.1%; PMI inhibition: -10.8%; MT stabilizer: 4.1; Autophagy HCS: inactive; T cell HTS: inactive; b-catenin transl: 0.7; TNAP activation fold: 1; Hep lipid drop: 15.6; Hep lipid drop cells 6.5 µM: 749; b-catenin transl cell count 5 µM: 539; T cell HTS vesicle-bound %: 61.4; MT stabilizer Hoechst-high %: 1.9; MT stabilizer cytotoxicity %: 3.7; Autophagy HCS cell loss 18 h: -13.6

What do the screens show for `NC(=O)NC(Cc1ccccc1)C(=O)NCC1(N2CCCCC2)CCCCC1` (stereo not given)?
human PMI inhibition: -7.2%; PMI inhibition: -7.0%; MT stabilizer: 1.5; Autophagy HCS: inactive; T cell HTS: inactive; b-catenin transl: -6.5; TNAP activation fold: 1.1; Ins promoter up: 0.26; Ins promoter up cell count: 1153; b-catenin transl cell count 5 µM: 901; T cell HTS vesicle-bound %: 30.6; MT stabilizer Hoechst-high %: 1.3; MT stabilizer cytotoxicity %: 4.3; Autophagy HCS cell loss 18 h: -12.1

What do the screens show for `Cc1ccc(C)c(OCc2nnc(SCC(=O)NCc3ccc4c(c3)OCO4)o2)c1`?
human PMI inhibition: 7.4%; PMI inhibition: -2.1%; MT stabilizer: 2.8; Autophagy HCS: inactive; T cell HTS: inactive; b-catenin transl: 0.7; TNAP activation fold: 1.1; Hep lipid drop: -11.7; Ins promoter up: -0.11; Ins promoter up cell count: 1328; Hep lipid drop cells 6.5 µM: 692; b-catenin transl cell count 5 µM: 1139; T cell HTS vesicle-bound %: 33.4; MT stabilizer Hoechst-high %: 1.4; MT stabilizer cytotoxicity %: 4.7; Autophagy HCS cell loss 18 h: -19.2

What do the screens show for `COc1ccc(CNC(=O)c2cccc(N3CCCC3=O)c2)cc1`?
human PMI inhibition: -8.0%; PMI inhibition: -9.4%; MT stabilizer: 1.3; Autophagy HCS: inactive; T cell HTS: inactive; TNAP activation fold: 1.2; Ins promoter up: -0.69; Ins promoter up cell count: 905; T cell HTS vesicle-bound %: 20.6; MT stabilizer Hoechst-high %: 0.9; MT stabilizer cytotoxicity %: 6.8; Autophagy HCS cell loss 18 h: -27.2

What do the screens show for `COc1cc2c(cc1OC)-c1cc(NC3CCCCC3)nc(=O)n1CC2`?
human PMI inhibition: -8.5%; PMI inhibition: -5.1%; MT stabilizer: 4.2; Autophagy HCS: inactive; T cell HTS: inactive; b-catenin transl: 1.7; TNAP activation fold: 1; Ins promoter up: -0.51; Ins promoter up cell count: 1160; b-catenin transl cell count 5 µM: 1165; T cell HTS vesicle-bound %: 34.5; MT stabilizer Hoechst-high %: 2.3; MT stabilizer cytotoxicity %: 4.7; Autophagy HCS cell loss 18 h: 15.9

Results for CCn1ncc(Cl)c1C(=O)Nc1ccncc1 ?
human PMI inhibition: -10.3%; PMI inhibition: -13.0%; MT stabilizer: 2.9; Autophagy HCS: inactive; T cell HTS: inactive; b-catenin transl: 5.7; TNAP activation fold: 1; Hep lipid drop: -0.9; Ins promoter up: 2.1; Ins promoter up cell count: 1116; Hep lipid drop cells 6.5 µM: 823; b-catenin transl cell count 5 µM: 1124; T cell HTS vesicle-bound %: 15.0; MT stabilizer Hoechst-high %: 1.2; MT stabilizer cytotoxicity %: 4.9; Autophagy HCS cell loss 18 h: 8.7

What do the screens show for `N#CC1=C2SCCN2C(=O)C(C#N)C12CCCCC2` (stereo not given)?
human PMI inhibition: 3.1%; PMI inhibition: -2.0%; MT stabilizer: 2.6; Autophagy HCS: inactive; T cell HTS: inactive; b-catenin transl: -1.4; TNAP activation fold: 1.1; Ins promoter up: 0.64; Ins promoter up cell count: 1116; b-catenin transl cell count 5 µM: 1127; T cell HTS vesicle-bound %: 33.9; MT stabilizer Hoechst-high %: 1.6; MT stabilizer cytotoxicity %: 1.5; Autophagy HCS cell loss 18 h: 21.3

What do the screens show for `COc1cccc(CNC(=O)CN(C)S(=O)(=O)c2cnc[nH]2)c1`?
human PMI inhibition: 4.4%; PMI inhibition: 3.6%; MT stabilizer: 2.3; Autophagy HCS: inactive; T cell HTS: inactive; b-catenin transl: -3.8; TNAP activation fold: 1; Ins promoter up: 1.24; Ins promoter up cell count: 1538; b-catenin transl cell count 5 µM: 927; T cell HTS vesicle-bound %: 23.5; MT stabilizer Hoechst-high %: 2.3; MT stabilizer cytotoxicity %: 12.1; Autophagy HCS cell loss 18 h: -7.4

Results for O=C(Nc1ncc2c(n1)CC(c1ccco1)CC2=O)c1ccco1 (stereo not given) ?
T cell HTS: inactive; b-catenin transl: 0.0; Hep lipid drop: -21.0; Ins promoter up: -0.01; Ins promoter up cell count: 950; Hep lipid drop cells 6.5 µM: 653; b-catenin transl cell count 5 µM: 1294; T cell HTS vesicle-bound %: 34.8
